SENP7 block: inhibitors of human SENP7 protease; Q9BQF6; recombinant SENP7, Z-RLRGG-aminoluciferin luminescence, 40 min; inhibition, % at 5 µM; hit rate 1.5% among 330,000;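 active = inhibition above about 50% at the single test dose, limit read from the data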;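 also: plate controls were DMSO with enzyme for no effect and no enzyme buffer wells for full effect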
Target sequence (Q9BQF6 706-1050 limits assumed): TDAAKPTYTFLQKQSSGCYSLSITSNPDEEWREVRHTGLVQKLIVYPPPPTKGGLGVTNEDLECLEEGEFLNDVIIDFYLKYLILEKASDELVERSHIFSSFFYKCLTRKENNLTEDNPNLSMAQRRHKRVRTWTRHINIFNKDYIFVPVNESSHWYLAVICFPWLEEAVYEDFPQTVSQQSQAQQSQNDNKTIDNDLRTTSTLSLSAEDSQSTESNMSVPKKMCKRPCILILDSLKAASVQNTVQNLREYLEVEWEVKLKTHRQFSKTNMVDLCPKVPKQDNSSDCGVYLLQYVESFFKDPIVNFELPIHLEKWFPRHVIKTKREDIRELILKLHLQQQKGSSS
SENP1 inh: blocks the human SENP1 SUMO protease catalytic domain; AID 624204; hit rate 0.21% among 360,000; inhibition, % at 10 µM; recombinant SENP1 catalytic domain, CyPet-SUMO1-YPet FRET cleavage;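 active = inhibition at least 30% at 10 µM, raw YFP signal under a set limit, fluorescence ratio 0.5 to 1.5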;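 also: 0% = enzyme with DMSO and 100% = no enzyme wells; some results filed as inactive read as strong as hits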
Target sequence (Q9P0U3 419-644 limits assumed): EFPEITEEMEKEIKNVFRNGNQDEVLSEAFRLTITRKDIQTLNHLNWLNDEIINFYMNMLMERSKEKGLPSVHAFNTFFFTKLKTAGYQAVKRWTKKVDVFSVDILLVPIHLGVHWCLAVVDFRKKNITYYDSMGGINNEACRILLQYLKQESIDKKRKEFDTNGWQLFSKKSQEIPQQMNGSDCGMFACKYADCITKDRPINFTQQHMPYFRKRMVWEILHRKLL
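Test system: recombinant human SENP1 catalytic domain, His6-tagged / Medium: pH 8 Tris buffer with EDTA, NaCl, BME, BSA, NP40, catalase / Also added: SUMO1 FRET substrate flanked by Cypet and Ypet, 25 nM / Times: 50 min reaction at room temperature / Signal: FRET, CFP and YFP emission / Control set: no-enzyme low control and enzyme-plus-DMSO high control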
Apaf1 inhib: human Apaf-1 inhibition. hit rate 0.71% among 330,000. reconstituted apoptosome caspase-3 activity, DEVD-Rh110 fluorescence. O14727. inhibition, % at 20 µM; active = inhibition of at least 40% at 20 µM;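 also: plate controls were DMSO wells for no effect and DEVD-CHO caspase inhibitor wells for full effect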
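detection = Rh110 fluorescence intensity | test system = biochemical Apaf-1 apoptosome reconstitution | also added = cytochrome c and DEVD-Rh110 substrate | schedule = 30 min plus 50 min, RT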
SENP8 block-1: blocks the human protease SENP8; purified SENP8, Z-RLRGG-aminoluciferin cleavage, luminescence; inhibition, % at 10 µM; hit rate 1.2% among 330,000; AID 2540; in the data active = inhibition above about 50%
Target sequence (Q96LD8 whole entry, looked up): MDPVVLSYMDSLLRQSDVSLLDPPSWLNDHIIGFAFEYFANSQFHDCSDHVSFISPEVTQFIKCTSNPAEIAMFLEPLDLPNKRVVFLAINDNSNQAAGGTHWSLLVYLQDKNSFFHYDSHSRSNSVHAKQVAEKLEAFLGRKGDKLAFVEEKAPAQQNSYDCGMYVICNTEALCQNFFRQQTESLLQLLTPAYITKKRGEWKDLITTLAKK
SENP6 inh: inhibitors of human SENP6 protease; hit rate 1.8% among 330,000; Recombinant SENP6 catalytic domain, aminoluciferin luminescence; inhibition, % at 10 µM; AID 2599;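 active = inhibition above about 50% at the single tested dose, limit read from the data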;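 also: plate controls were DMSO wells with enzyme for no effect and DMSO wells lacking enzyme for full effect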
PfG6PD inh: PfG6PD (Plasmodium falciparum) enzyme inhibition; PfGluPho enzyme, NADPH resazurin-diaphorase fluorescence; AID 504690; hit rate 0.78% among 350,000; inhibition, % at 20 µM;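 active = inhibition reaching at least a set limit at 20 µM in the primary screen, cut at about 59% in these data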;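 also: 0% = DMSO wells with substrate and 100% = DMSO wells lacking glucose-6-phosphate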
NALP3 yeast inh: NALP3 inhibition in yeast | hit rate 0.39% among 330,000 | inhibition, % at 10 µM | Yeast reconstituted NLRP3/ASC/caspase-1, beta-gal luminescence, 24 h;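 active = inhibition of 50% or more; inactive = inhibition below 50%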;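 also: plate controls were induced DMSO wells for no effect and uninduced yeast grown without galactose for full effect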
HKDC1 inh: blocks human hexokinase HKDC1 activity. recombinant HKDC1, G6PDH/diaphorase resazurin coupled fluorescence. inhibition, % at 20 µM. hit rate 0.16% among 340,000;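 active = inhibition above about 35% when tested at 20 µM, limit read from the data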;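 also: plate controls were DMSO wells with enzyme for no effect and DMSO wells lacking enzyme for full effect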
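Material: recombinant HKDC1 hexokinase; Amount: HKDC1 at 5 µg/mL; Medium: Tris pH 8.0 buffer with MgCl2, Tween-20, BSA, BME; Schedule: 90 min reaction incubation at room temperature, dark; Technique: coupled resazurin fluorescence, excitation 525 nm, emission 613 nm.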
SENP8 block-2: blocks human SENP8 cleavage of Nedd8 substrate | Q96LD8 | recombinant SENP8, Nedd8 substrate fluorescence | inhibition, % at 20 µM | hit rate 0.64% among 360,000 | AID 602440; in the data active = inhibition mostly above about 40%, no sharp cut-off; inactive = mostly below about 27%
Numbers without * were called inactive; x = no result given.

SMILES | SENP7 block | SENP1 inh | Apaf1 inhib | SENP8 block-1 | SENP6 inh | PfG6PD inh | NALP3 yeast inh | HKDC1 inh | SENP8 block-2
Brc1cc(Br)c2nc(-c3cccs3)ccc2c1 | 13 | -9 | 0 | 5 | 27 | 7 | 4 | 0 | -127
COc1ccc(CCNc2nc(-c3ccc(NC(C)=O)cc3)cs2)cc1OC | 4 | 0 | 4 | -7 | -8 | 5 | 12 | -12 | -3
Cc1cc(Cl)c2oc(C(=O)NCCN3CCOC3=O)c(C)c2c1 | 1 | 0 | 3 | -2 | -2 | 10 | 3 | -5 | 8
O=C(NCc1ccccn1)c1ccc2nc(C3CCCCC3)oc2c1 | 4 | 0 | 2 | -9 | 1 | -6 | 9 | -4 | 19
COc1cccc(C2/C(=C(/O)c3ccc4c(c3)OCO4)C(=O)C(=O)N2CCN2CCOCC2)c1 (stereo not drawn) | -8 | -1 | -2 | -9 | -12 | -8 | -1 | -5 | -3
Cc1ccccc1S(=O)(=O)NC(=NCc1ccc(F)cc1)c1ccccc1 | -3 | 1 | 13 | -6 | -6 | 22 | 18 | -6 | 5
Cc1ccc(S(=O)(=O)N2CCC[C@H]2C(=O)OC(C)C(=O)Nc2ncc(Cl)cc2Cl)cc1 (stereo partly drawn) | -2 | 1 | 9 | -9 | -14 | -3 | 2 | 1 | -92
Cc1nc2ccc(NC(=O)COc3ccccc3C)cc2s1 | -11 | -4 | 14 | -12 | -10 | 15 | 35 | 0 | 0
COc1ccc(CNC(=O)[C@@H](NC(=O)C2CCN(S(=O)(=O)c3ccc(C)cc3)CC2)C(C)C)cc1OC | 3 | 1 | 5 | 4 | 7 | -8 | -1 | 2 | 15
O=C(COc1ccccc1C(=O)Nc1ccccc1)NCCc1ccccc1 | 5 | 0 | 10 | 7 | 4 | 0 | 20 | 12 | -13
Cc1ccc2nc(NCCCNC(=O)c3cnccn3)c(C#N)cc2c1 | 5 | -144 | -6 | -5 | 1 | 4 | 3 | -2 | -292
CC(Nc1ccc([N+](=O)[O-])cc1[N+](=O)[O-])c1ccccc1 (stereo not drawn) | x | 4 | x | x | x | -2 | x | 2 | 37
COc1ccc(C(=O)COC(=O)/C=C/c2ccccc2)c(OC)c1 | 2 | -2 | -1 | 1 | -2 | -8 | 21 | 1 | -7
O=C(NN1CCN(Cc2ccccc2)CC1)c1ccc(N2CCOCC2)c([N+](=O)[O-])c1 | 3 | 2 | 3 | -1 | -5 | 1 | 25 | -5 | 11
FC(F)(F)c1ccc(NC(=S)NCc2ccccc2)cc1 | -4 | 4 | 4 | -5 | -14 | 16 | 29 | 6 | -2
CC(C(=O)NC1=NCCS1)N1C(=O)C2CC=CCC2C1=O (stereo not drawn) | 1 | 2 | -3 | 2 | 0 | -19 | -1 | 1 | 17
O=C(CCS(=O)(=O)c1ccccc1Cl)Nc1ccc(S(=O)(=O)Nc2ncccn2)cc1 | 5 | 1 | -6 | -4 | -12 | -5 | 15 | -7 | 1
CCC(CC)C(=O)N1CC(=O)Nc2ccc(C)cc2C1c1ccccc1 (stereo not drawn) | 3 | 1 | 14 | 6 | -10 | 3 | 13 | -3 | 14
Cc1cccc(-c2nnc(SCC(=O)Nc3cccc(C(=O)N4CCOCC4)c3)n2C)c1 | -1 | 0 | -4 | 6 | -5 | 1 | 14 | -12 | 8
COc1ccc(N2C(=NC(=O)C3CC3)SC3CS(=O)(=O)CC32)cc1Cl (stereo not drawn) | 4 | 1 | -1 | -1 | -5 | 7 | 10 | -7 | 9
CC(C)C(C)NC(=O)COC(=O)c1cc(S(=O)(=O)N(C)C)ccc1N1CCCC1 (stereo not drawn) | -1 | x | -10 | -3 | -1 | x | 17 | x | x
C/C(CC(=O)Nc1ccc(Cl)c(C(F)(F)F)c1)=N\NC(=O)c1cnccn1 | 2 | 5 | 8 | 4 | -15 | -5 | 4 | -7 | 8
CC(C)(C)NC(=O)Cn1ccc(=N)c2ccccc21 | 0 | 3 | -6 | 1 | 3 | 9 | -3 | -8 | -9
Cc1ccc(OCC(=O)Nc2nnc(C3CCCO3)s2)c(Br)c1 (stereo not drawn) | 2 | 2 | 4 | 4 | -2 | 6 | 21 | -9 | 6
Fc1cccc(NC(=S)NCCCN2CCOCC2)c1 | -1 | 1 | -5 | 2 | -8 | -6 | -11 | -4 | 19

(continued)
SMILES | SENP7 block | SENP1 inh | Apaf1 inhib | SENP8 block-1 | SENP6 inh | PfG6PD inh | NALP3 yeast inh | HKDC1 inh | SENP8 block-2
CC(Sc1sc(=S)sc1SC(C)C(=O)O)C(=O)O (stereo not drawn) | 0 | 1 | -11 | 8 | 15 | 1 | 6 | -7 | 23
NC(=O)C1CCN(C(=O)/C(=C/c2ccco2)NC(=O)c2ccccc2)CC1 | 7 | 1 | 2 | -4 | -14 | -5 | 11 | -7 | 10
O=C(Nc1ccccc1)N1CCCCC1c1cccnc1 (stereo not drawn) | -5 | 2 | -4 | 3 | 3 | -1 | 4 | 0 | 25
O=C(/C=C\Nc1ccc2c(c1)OCO2)c1ccc2c(c1)OCO2 | 86* | -24 | 3 | 30 | -7 | 9 | 18 | 9 | -51
O=C(/C=C/c1ccccc1[N+](=O)[O-])N1CCc2ccccc2C1 | -5 | -3 | 9 | 7 | -8 | -6 | 30 | 7 | 0
Fc1cc(Cl)ccc1NC1=NCCCCC1 | -12 | 2 | 1 | -9 | -21 | -15 | 7 | -3 | 12
COCc1c(C(=O)OCC(=O)c2ccc[nH]2)oc2ccccc12 | -1 | -3 | 14 | -2 | 1 | 11 | 14 | -5 | -6
Cc1nn(C)cc1/C=N/NC(=O)Cn1nccc1C | -2 | 3 | -7 | 1 | 2 | -3 | 18 | -5 | 12
COc1ccc(NS(=O)(=O)c2cc(C(=O)NNC(=O)c3ccncc3)ccc2OC)c(OC)c1 | 0 | 2 | -4 | -1 | -15 | -12 | 1 | -4 | 8
Cc1ccc(-c2nc3ncccn3c2Nc2ccc3c(c2)OCCO3)o1 | 1 | 53* | 1 | -4 | 4 | 6 | 7 | 7 | 13
CC1=CC(C)(C)N(C(=O)CNC2CCCC2)c2cc(C)ccc21 | -3 | 1 | -7 | -2 | -14 | 7 | -1 | 3 | 4
COc1ccccc1NC(=O)CCC(=O)Nc1nnc(C2CCCCC2)s1 | -1 | 0 | 8 | -4 | 7 | 5 | 0 | -3 | 10
O=C(COC(=O)C1(c2cccc(F)c2)CCCC1)NCc1cccs1 | -6 | -1 | 8 | -11 | -8 | 1 | 4 | -14 | 16
O=C(NNC(=S)NC1CCCCC1)c1ccccc1Cl | -1 | 0 | -11 | 1 | 18 | -22 | 12 | 4 | 2
COC(=O)c1ccc(N2CCN(CC(=O)c3ccc(-c4ccccc4)cc3)CC2)c([N+](=O)[O-])c1 | -3 | -5 | 15 | -13 | -15 | 14 | 29 | -4 | -106
CCOC(=O)N1CCC(NCCNC(=O)c2ccco2)CC1 | -10 | 1 | 0 | -11 | -37 | -6 | -11 | -11 | 11
CCCCCc1cc(=O)oc2c(C(CCN3CCCC3)c3cc(OC)c(OC)c(OC)c3)c(OC)cc(OC)c12 (stereo not drawn) | 3 | -1 | 50* | -7 | -14 | 16 | 15 | 3 | -154
O=C(NCC1CCCO1)c1cccc(NC(=O)c2ccccc2)c1 (stereo not drawn) | -9 | 2 | -4 | -3 | -10 | -22 | -3 | -3 | 7
COc1ccc(CC(=O)Nc2cccc(-c3nnc(-c4ccc(C)cc4)o3)c2)cc1OC | -6 | 1 | 14 | -10 | -9 | 5 | 21 | -5 | 7
CCOC(=O)c1ccc(NC(=O)c2nc[nH]c2C(=O)N2CCN(c3ccccc3)CC2)cc1 | -1 | 1 | 14 | 3 | 0 | 2 | 21 | -9 | 12
CC(O)CNC(=O)C1CCN(Cc2ccc(OCc3ccccc3)cc2)CC1 (stereo not drawn) | 6 | -2 | 0 | 7 | -2 | 2 | 7 | 13 | 14
CCOc1ccc(OCCCC(=O)NCCOc2ccccc2OC)cc1 | -4 | 0 | 1 | 7 | -12 | -11 | 33 | -1 | 6
COc1ccc(C2=NOC(C(=O)Nc3ccc4c(c3)OCO4)C2)cc1 (stereo not drawn) | 2 | -1 | 8 | -8 | -18 | 7 | 26 | 6 | 1
COc1cccc(-c2ccc(NC(=O)C3CCCN(Cc4cc(C)[nH]n4)C3)cc2)c1 (stereo not drawn) | -9 | -1 | 9 | -3 | -13 | 8 | 20 | -6 | -14
CC(C)(C)c1ccc2c(c1)N(CC(=O)N1CCOCC1)C(=O)CO2 | -1 | -2 | -3 | 3 | -3 | 4 | 0 | -3 | 11

7 entries out of the list, sorted by formula weight, falling.
SMILES | SENP7 block | SENP1 inh | Apaf1 inhib | SENP8 block-1 | SENP6 inh | PfG6PD inh | NALP3 yeast inh | HKDC1 inh | SENP8 block-2
COC(=O)c1ccc(N2CCN(CC(=O)c3ccc(-c4ccccc4)cc3)CC2)c([N+](=O)[O-])c1 | -3 | -5 | 15 | -13 | -15 | 14 | 29 | -4 | -106
O=C(COC(=O)C1(c2cccc(F)c2)CCCC1)NCc1cccs1 | -6 | -1 | 8 | -11 | -8 | 1 | 4 | -14 | 16
CC(C)(C)c1ccc2c(c1)N(CC(=O)N1CCOCC1)C(=O)CO2 | -1 | -2 | -3 | 3 | -3 | 4 | 0 | -3 | 11
CC1=CC(C)(C)N(C(=O)CNC2CCCC2)c2cc(C)ccc21 | -3 | 1 | -7 | -2 | -14 | 7 | -1 | 3 | 4
CCOC(=O)N1CCC(NCCNC(=O)c2ccco2)CC1 | -10 | 1 | 0 | -11 | -37 | -6 | -11 | -11 | 11
Cc1nn(C)cc1/C=N/NC(=O)Cn1nccc1C | -2 | 3 | -7 | 1 | 2 | -3 | 18 | -5 | 12
Fc1cc(Cl)ccc1NC1=NCCCCC1 | -12 | 2 | 1 | -9 | -21 | -15 | 7 | -3 | 12

Remaining list, next part.
SMILES | SENP7 block | SENP1 inh | Apaf1 inhib | SENP8 block-1 | SENP6 inh | PfG6PD inh | NALP3 yeast inh | HKDC1 inh | SENP8 block-2
CC(C(=O)Nc1ccccc1F)N1CCN(C)CC1 (stereo not drawn) | -1 | x | 0 | 1 | -20 | x | 15 | x | x
COc1ccccc1CNC(=O)CC1Sc2ccccc2NC1=O (stereo not drawn) | 1 | 1 | 1 | 3 | 12 | 2 | 8 | -1 | 13
Cn1c(=O)c2c(nc(Cl)n2Cc2ccncc2)n(C)c1=O | -35 | 3 | -2 | -2 | -4 | -10 | -7 | -4 | 14
CC(=O)c1sc(NC(=O)C2CSC3(C)CCC(=O)N23)nc1-c1ccccc1 (stereo not drawn) | 0 | 3 | 12 | 1 | -9 | -7 | 7 | -2 | -2
O=C1CCCC(O)=C1N=Nc1ccc(S(=O)(=O)N2CCOCC2)cc1 | 2 | 0 | -23 | 8 | 9 | 2 | 11 | -4 | 43*
Oc1ccc(/C=N/N2CCCCC2)c(O)c1O | 11 | 38* | 70* | 20 | 56* | 118* | 15 | -1 | 52*
O=C(COC(=O)c1c2c(nc3ccccc13)/C(=C\c1ccco1)CC2)NC1CCCC1 | x | -37 | x | x | x | 21 | x | 14 | -316
Cc1ccc(CN2C(=O)C(C)Oc3ccccc32)cc1 (stereo not drawn) | -1 | 1 | 0 | 2 | 4 | -6 | 22 | 12 | 3
Cc1ccc2c(c1)nnn2C1CCN(C(=O)c2ccccc2F)CC1 | 3 | 0 | -2 | 0 | -18 | -15 | 11 | 9 | 13
